IL-1B inflam inh: qHTS for Inhibitors of Inflammasome Signaling: IL-1-beta AlphaLISA Primary Screen. THP-1 LPS/ATP IL-1B secretion, AlphaLISA, 16 h; hits give low values. activity change, % at 57.5 µM. 360,000 tested, 4.7% active; in the data active means activity change below about -50%; inconclusive means mostly about -30% to -49%; further: on the % scale 0 is the no-effect control and ±100 the full control effect
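Secreted IL-1B measured by AlphaLISA bead assay after 16 h compound exposure of THP-1 cells; compounds (final up to 57.5 uM) added 1 h before LPS (250 ng/mL) and ATP (1.25 mM) stimulation; lower signal means less secretion.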
ATXN2 expr inh: Primary qHTS for Inhibitors of ATXN expression. HEK-293 ATXN2-luciferase reporter, luminescence, 24 h. Potency, µM (top dose mostly 57 µM), without a hit: at the top dose activity change, negative = inhibition, hits mostly inhibitors. 360,000 tested, 0.72% active. AID 1745845, 2022; further: potency means the concentration at half of the fitted maximal effect; on the % scale 0 is the no-effect control and ±100 the full control effect; nearly all actives have a fitted effect of over 55% in size
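ATXN2-luciferase reporter cells (luciferase flanked by upstream and downstream ATXN2 gene portions) were treated 24 h at 37 °C with compounds at up to 57 uM. SteadyGlo luminescence gave expression; GF-AFC fluorescence gave viability.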
KB-3-1 tox: qHTS assay for MDR1-selective chemotherapeutics: Primary screen using the parental adenocarcinoma cell KB-3-1; 400,000 tested, 1.4% active; AID 1347075, 2019; KB-3-1 viability, CellTiter-Glo ATP luminescence, 72 h; Potency, µM (top dose mostly 46.1 µM), for inactives: at the highest dose activity change, negative = cytotoxic, usual class: cytotoxic; further: potency means the concentration at half of the fitted maximal effect; on the % scale 0 is the no-effect control and ±100 the full control effect; nearly all actives have a fitted effect of over 60% in size
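Here the drug-naive KB-3-1 line serves as comparator for MDR sub-line selectivity; cells received compound titrations, 72 h at 37 °C, then CellTiter-Glo readout.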
KB-V1 cytotox: qHTS assay for MDR1-selective chemotherapeutics: Primary screen using the drug-selected MDR subline cells KB-V1; KB-V1 MDR cells viability, CellTiter-Glo, 72 h; AID 1347076, 2019; 400,000 tested, 3.4% active; Potency, µM (titrated, usually from 46.1 µM), for the others: at the top dose activity change, negative = cytotoxicity, most hits filed as cytotoxic; further: potency means the concentration at half of the fitted maximal effect; on the % scale 0 is the no-effect control and ±100 the full control effect; nearly all actives have a fitted effect of over 60% in size
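KB-V1, DMEM (no phenol red) + 10% FBS; cpd pin-transferred, titration series; 72 h, 37 degrees C; CellTiter-Glo, luminescence. Data normalized, curve-fit.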
ATXN viability: Viability Counterscreen for Primary qHTS for Inhibitors of ATXN expression; 400,000 tested, 0.49% active; Potency, µM (titrated, usually from 56.7 µM), actives largely listed as cytotoxic; S2 cells (HEK-293 line with an ATXN2-luciferase reporter) viability, CellTiter-Fluor protease fluorescence, 24 h; AID 651635, 2014; further: potency means the concentration at half of the fitted maximal effect; nearly all actives have a fitted effect of over 40% in size
HT1080-NT tox: qHTS for induction of synthetic lethality in tumor cells producing 2HG: qHTS for the HT-1080-NT fibrosarcoma cell line. 360,000 tested, 1.6% active. HT-1080-NT fibrosarcoma viability, CellTiter-Glo ATP luminescence, 48 h. Potency, µM (titrated, usually from 46.1 µM), without a hit: at the top dose activity, negative = less viability, most hits filed as cytotoxic. AID 686970, 2013;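 further: NT is the 2HG producing partner of a matched IDH1 knockdown line; potency means the concentration at half of the fitted maximal effect; 0% = DMSO-treated cells and -100% = media-only wells without cells; nearly all actives have a fitted effect of over 55% in size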
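Compounds were tested in concentration-response format on HT-1080-NT cells for 48 hours at 37 degrees C. Cell viability came from CellTiter-Glo luminescence; curves were classified by r2, response magnitude and activity.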
MCF10A rereplic: A quantitative high throughput screen for small molecules that induce DNA re-replication in MCF 10a normal breast cells; MCF 10A DNA re-replication, Hoechst nuclear intensity, 48 h; Potency, µM (doses to about 46.1 µM), without a hit: at the highest dose activity, positive = re-replication, hits mostly activators; 350,000 tested, 2.9% active; further: potency means the concentration at half of the fitted maximal effect; % of control where 0% means no effect; nearly all actives have a fitted effect of over 50% in size
HT1080 IDH1KD tx: qHTS for induction of synthetic lethality in tumor cells producing 2HG: qHTS for the HT-1080-IDH1KD cell line; HT-1080 IDH1 knockdown viability, ATP luminescence, 48 h; Potency, µM (top dose mostly 46.1 µM), for inactives: top-dose activity, negative = toxicity, hits mostly cytotoxic; 360,000 tested, 2% active; AID 686971, 2013;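 further: potency means the concentration at half of the fitted maximal effect; 0% = DMSO wells and -100% = cell-free medium wells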
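Assay cells: HT-1080 with IDH1 knockdown, 750 per well, RPMI/5% FBS. Exposure: 48 h at 37 °C following 2 h pre-incubation. Read: CellTiter-Glo luminescence; fitted concentration-response, curve class assigned.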
SW480 rerep: A quantitative high throughput screen for small molecules that induce DNA re-replication in SW480 colon adenocarcinoma cells | SW480 DNA re-replication, Hoechst DNA content imaging, 48 h | Potency, µM (top dose mostly 46.1 µM), for inactives: at the top dose re-replication activation, actives largely listed as activators | 340,000 tested, 1.8% active; further: potency means the concentration at half of the fitted maximal effect; % of control where 0% means no effect; nearly all actives have a fitted effect of over 55% in size
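Quantitative HTS format with DMSO vehicle controls; 48 hr drug incubation at 37 C, then 40 min Hoechst staining and scanning imager measurement at 405 nm excitation.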
Numbers without * were called inactive; i = inactive; ? = inconclusive; nt = not tested or not shown; & = joins results of further samples; [ ] = remark or other dose. Unless noted, the call rests on the fitted dose curve; in most records, active means well fitted curve in the direction sought with a large enough effect; inconclusive means small, poorly fitted or top-dose-only effect, or another doubt; inactive means no such curve, though single readings can be large; an effect the other way counts as inactive or inconclusive.

SMILES	IL-1B inflam inh	ATXN2 expr inh	KB-3-1 tox	KB-V1 cytotox	ATXN viability	HT1080-NT tox	MCF10A rereplic	HT1080 IDH1KD tx	SW480 rerep
O=C(Nc1ccc(NC(=O)c2ccco2)cc1)c1cnccn1	-22	30%[activator]	-6%	9%	i	5%	-9%	0%	-8%
COc1ccc(C(=O)NC2CCCN(Cc3ccccc3F)C2)c(OC)c1OC (configuration not stated)	11	-8%	-27%	7%	i	-5%	?	-6%	0%
O=C(CSCc1ccccn1)Nc1ccccc1	-5	32%	-17%	-15%	i	-3%	1%	0%	-1%
CCc1nc2ccc(C(=O)NCCN3CCNC3=O)cn2c1N(CCC(C)C)CCN(C)C	53	-5%	0%	-6%	i	8%	nt	-2%	nt
COc1cc(C#Cc2c(-c3cncn3C)n(C)c3ccc(-c4ccc5cc[nH]c5c4)cc23)cc(OC)c1	-16	-16%	?	-7%	?	?	-19%	-28%	-22%
CCOC(=O)C1=C(O)/C(=C/c2ccccn2)SC1=Nc1ccc(Cl)cc1	-14	-2%	-2%	-10%	i	-8%	?	-27%	8%
O=C(C1Cc2ccccc2CN1S(=O)(=O)c1ccc(F)cc1)N1CCOCC1 (configuration not stated)	-5	0%	-1%	-4%	i	18%	0%	-1%	-7%
CC(=O)[C@H]1CC[C@H]2[C@@H]3CC=C4C[C@@H](O)CC[C@]4(C)[C@H]3CC[C@]12C	44	-3%&0%&16%	?	?	i	29%	-2%	4%	-1%
Cc1[nH]c(=O)[nH]c(=O)c1/C=N/NC(=O)[C@@H](NC(=O)OC(C)(C)C)C(C)C	14	0%	9%	2%	i	2%	27%	2%	0%
Cc1cc(OCC(=O)OCC(=O)Nc2cc(C(F)(F)F)ccc2N2CCOCC2)ccc1Cl	10	nt	-4%	0%	?	-2%	1%	9%	-5%
CCOc1ccc(CN2CCCC(CNC(=O)c3ccc(F)cc3)C2)cc1CO (configuration not stated)	17	nt	4%	3%	i	-16%	12%	1%	-110%[inhibitor]
O=C(CSc1nnc(-c2cccnc2)o1)Nc1ccc(F)cc1	?	nt	6%	-3%	i	17%	nt	14%	nt
COC(=O)[C@H](CC(C)C)NC(=O)c1cc2c(cn1)[nH]c1ccccc12	-12	-5%	-18%	-3%	i	-4%	?	0%	?
O=C(CNS(=O)(=O)c1cccs1)N1CCCCC1	4	-10%	7%	23%	i	5%	4%	1%	1%
CCCc1nc(SCC(=O)N2CCC(C)CC2)c2c(=O)n(C)c(=O)n(C)c2n1	?	-23%	?	?	?	13%	?	10%	-13%
O=[N+]([O-])c1cc(C(F)(F)F)ccc1NCCCCNS(=O)(=O)c1ccc2ccccc2c1	10	-10%	-16%	-9%	?	-5%	0%	?	-7%
CCn1c(C)c(C)c2cc(C(=O)N3CCN(c4ccccc4)CC3)ccc21	7	0%	0%&-7%	0%&2%	i	0%	-1%	-10%	?
Fc1ccccc1CNc1ccc(Cl)c(Cl)c1	-1	4%	5%	1%	i	4%	?	-4%	?
Cc1ccccc1C(=O)Nc1nnc(S(=O)(=O)N2c3ccccc3CC2C)s1 (configuration not stated)	nt	-2%	?	0%	i	nt	nt	nt	nt
COc1ccc(Cc2nc3ccc(C(=O)NC4CCOC4)cc3o2)cc1OC (configuration not stated)	2	nt	?	?	i	-1%	nt	-9%	nt
O=C(N/N=C/C=C/c1ccc([N+](=O)[O-])cc1)C1COc2ccccc2O1 (configuration not stated)	?	-18%	9%	?	i	-11%	-2%	0%	-4%
Cc1nc2scc(-c3cccs3)c2c(=O)n1-n1cccc1	0	3%	-11%	-16%	i	-10%	-3%	-15%	-8%
O=c1oc(Nc2ccccc2F)nc2ccccc12	15	34%	5%	-15%	i	1%	6%	-1%	19%
CC(=O)c1ccc(OCCCC(=O)N2CCN(S(=O)(=O)c3cccs3)CC2)cc1	-21	0%	-19%	?	i	-22%	15%	-21%	-1%
CCN1CCN(C(CC(C)C)c2nnnn2CS(=O)(=O)c2ccc(C)cc2)CC1 (configuration not stated)	-73*	-2%[11.3 µM]	0%	15%	nt	-15%	-1%	1%	2%
CCOC(=O)c1cc2cc([N+](=O)[O-])cc(OC)c2oc1=O	-2	-33%[11.3 µM]	1%	3%	i	8%	8%	5%	-14%
Cc1[nH]n(-c2ccccc2)c(=O)c1N=Nc1c(O)cc(S(=O)(=O)N(C)C)c2ccccc12	120	?	?	-3%	nt	?	-38%[inhibitor]	9.2µM*	5.8µM*
COc1cc2cc(CCOC(=O)c3ccco3)oc(=O)c2cc1OC	17	10%	9%	-12%	i	-3%	4%	3%	-1%
COc1cccc2cc(-c3nnc(-c4ccccc4)o3)c(=O)oc12	?	?	-2%	-2%	i	24%	1%	20%	?
COc1ccc(NC(=O)C2CCC(CNS(=O)(=O)c3ccc(Br)s3)CC2)c(OC)c1 (configuration not stated)	nt	-6%	-13%	?	i	nt	nt	nt	nt
COC(=O)c1oc2ccc(Br)cc2c1NC(=O)c1ccccc1	-11	-21%	-12%	?	i	-4%	19%	4%	-1%
COc1cc(C)nc(OCCNC(=O)COc2ccc(Cl)cc2Cl)n1	14	-17%	2%	-22%	i	-12%	5%	-4%	1%
[O-][N+](=Cc1c(Cl)cccc1Cl)CC1(O)CCCCC1	3	nt	1%	13%	i	-4%	nt	5%	nt
COc1ccccc1CNC(=O)CN1CCN(c2ccc(C(C)=O)cc2)CC1	2	1%	-12%	?	i	2%	21%	16%	6%
COc1cc(C(=O)NCc2ccc(C)cc2)ccc1OCc1c(C)noc1C	-11	4%	-3%	-17%	i	3%	1%	-3%	0%
CC(C)OC(=O)CSc1nnc(CNc2nc(-c3ccccc3)cs2)n1C	3	1%	8%	-5%	i	8%	3%	10%	-1%
COc1ccc(Cc2nc3ccc(C(=O)NCC(C)(C)OC)cc3o2)cc1	-13	6%	-2%	7%	?	12%	-3%	8%	-4%
O=C(Nc1ccc(Br)cc1)c1cc([N+](=O)[O-])cc([N+](=O)[O-])c1	-101*	-21%	?	?	i	-10%	0%	0%	3%
Cc1ccc(CSc2nc3c(c(SCC(=O)O)n2)CCCC3)cc1	28	3%	2%	-4%	i	0%	11%	4%	-4%
Cc1ccc(NC(=O)CO/N=C/c2ccc(N(C)C)cc2)cc1	0	-1%	17%	2%	i	3%	?	-5%	?

9 of the compounds above, as comma-separated lines:
Molecule,IL-1B inflam inh,ATXN2 expr inh,KB-3-1 tox,KB-V1 cytotox,ATXN viability,HT1080-NT tox,MCF10A rereplic,HT1080 IDH1KD tx,SW480 rerep
COC(=O)c1oc2ccc(Br)cc2c1NC(=O)c1ccccc1,-11,-21%,-12%,?,i,-4%,19%,4%,-1%
COc1cc(C)nc(OCCNC(=O)COc2ccc(Cl)cc2Cl)n1,14,-17%,2%,-22%,i,-12%,5%,-4%,1%
[O-][N+](=Cc1c(Cl)cccc1Cl)CC1(O)CCCCC1,3,nt,1%,13%,i,-4%,nt,5%,nt
COc1ccccc1CNC(=O)CN1CCN(c2ccc(C(C)=O)cc2)CC1,2,1%,-12%,?,i,2%,21%,16%,6%
COc1cc(C(=O)NCc2ccc(C)cc2)ccc1OCc1c(C)noc1C,-11,4%,-3%,-17%,i,3%,1%,-3%,0%
CC(C)OC(=O)CSc1nnc(CNc2nc(-c3ccccc3)cs2)n1C,3,1%,8%,-5%,i,8%,3%,10%,-1%
COc1ccc(Cc2nc3ccc(C(=O)NCC(C)(C)OC)cc3o2)cc1,-13,6%,-2%,7%,?,12%,-3%,8%,-4%
O=C(Nc1ccc(Br)cc1)c1cc([N+](=O)[O-])cc([N+](=O)[O-])c1,-101*,-21%,?,?,i,-10%,0%,0%,3%
Cc1ccc(CSc2nc3c(c(SCC(=O)O)n2)CCCC3)cc1,28,3%,2%,-4%,i,0%,11%,4%,-4%

Other compounds follow.
SMILES	IL-1B inflam inh	ATXN2 expr inh	KB-3-1 tox	KB-V1 cytotox	ATXN viability	HT1080-NT tox	MCF10A rereplic	HT1080 IDH1KD tx	SW480 rerep
C#CCOCCOCCOCCNc1nc(N2CCN(C(=O)[C@H](Cc3cc4ccccc4[nH]3)n3cc([C@@H](N)C(C)CC)nn3)CC2)nc(N2CCN(C(=O)[C@H](CCCCN)n3cc([C@@H](N)CC(C)C)nn3)CC2)n1 (some centres not stated)	10	7%	0%	3%	i	-7%	-3%	-8%	-6%
Cc1cccc(-c2noc(CCCC(=O)Nc3cccnc3)n2)c1	28	-26%	-12%	?	?	7%	1%	3%	-2%
CCN1CCN(S(=O)(=O)c2ccc(OC)c(NC(=O)c3ccccc3)c2)CC1	0	-10%	-3%	-17%	i	-7%	-2%	-8%	8%
Cc1ccc(OCCC(=O)O)cc1	8	2%	2%	16%	i	26%	-12%	14%	0%
Cc1cccc(C)c1NC(=O)Cn1c(=O)n(Cc2ccco2)c(=O)c2ccc(C(=O)NC3CCCC3)cc21	nt	10%	1%	2%	i	nt	nt	nt	nt
CCC(=O)Nc1nc2ccc(S(C)(=O)=O)cc2s1	54	13%	-9%	2%	i	-25%	?	-9%	-3%
Cc1ccc(S(=O)(=O)/N=C2/NC(=O)/C(=C\c3ccccc3)S2)cc1	-20	2%	?	?	i	6%	?	-14%	-7%
CCc1ccccc1NC(=O)c1ccc2c(c1)CCCN2S(C)(=O)=O	nt	9%	-18%	-7%	i	nt	nt	nt	nt

Bioassay records: PubChem, National Center for Advancing Translational Sciences (NCATS)
